Screens (PubChem BioAssay)
HPDE-C7 viability: HPDE-C7 pancreatic duct cell viability loss – fluorescence, HTS (AID 430); HPDE-C7 pancreatic duct cells viability, fluorescence; higher % means a stronger effect; one-dose cytotoxicity, % at 10 µM; EC50 in µM for titrated hits; 63,000 tested, 1.8% active;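 further: cells exposed to compound for 48 hours before viability readout; 0% = vehicle and 100% = reference cytotoxic drug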
HT1080 viability: cytotoxicity in HT1080 fibrosarcoma cells, cell-based, fluorescence readout (AID 620); HT1080 viability, fluorescence; higher % means a stronger effect; one-dose cytotoxicity, % at 10 µM; EC50 in µM for titrated hits; 87,000 tested, 0.42% active;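 further: cells exposed to compound overnight then 4 h with Alamar Blue; 0% = vehicle DMSO and 100% = killing control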
DPM-DC inhibit: blocks S. pneumoniae diphosphomevalonate decarboxylase. purified DPM-DC, PK/LDH coupled NADH fluorescence. 65,000 tested, 0.49% active. AID 556. calls only at 10 µM;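 active means the 320 compounds with the highest percent inhibition in the single-dose primary screen, excluding strongly autofluorescent ones, cut at about 32% in these data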;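 further: kinetic rate of NADH fluorescence loss reporting ADP formed by the decarboxylase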
Spn PMK inh: blocks S. pneumoniae phosphomevalonate kinase; purified PMK, PK/LDH-coupled NADH absorbance 340 nm; inhibition, % at 10 µM; 65,000 tested, 0.49% active;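 active means top-ranked compounds by inhibition in the single 10 µM screen, taking a fixed number of the strongest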;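 further: 0% = full reaction with DMSO carrier and 100% = background rate without enzyme reaction; no value below 0 was filed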
Alkaline phosphatase: inhibition of tissue-nonspecific alkaline phosphatase – biochemical, luminescent (AID 518); purified TNAP enzyme, luminescent substrate readout; higher % means a stronger effect; 64,000 tested, 0.09% active; one-dose inhibition, % at 20 µM; IC50 in µM for titrated hits; in the data active means a potency from the dose series; inactive means the rest, 99 in 100 with inhibition below about 22%;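 further: plate controls were vehicle for no effect and reference inhibitor for full effect; many of its hits are not listed in these tables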
MK inhibit: inhibitors of Streptococcus pneumoniae mevalonate kinase; purified MK, PK/LDH-coupled NADH absorbance 340 nm; inhibition, % at 10 µM; 65,000 tested, 0.48% active; AID 555;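 active means ranked among the strongest by inhibition in the single 10 µM screen, a fixed top-ranked set picked for dose follow-up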; further: no value below 0 was filed
Bfl-1 displacement: Bfl-1 inhibitors, primary screen, biochemical, fluorescence polarization, FITC-Bid, mouse (AID 432); FITC-Bid BH3 peptide fluorescence polarization displacement; higher % means a stronger effect; displacement, % at 20 µM, or IC50 in µM where a hit was titrated; 64,000 tested, 0.02% active; in the data active means a potency from the dose series; inactive means the rest, 99 in 100 with displacement below about 15%; further: strong numbers were not always called active
KRASV12 cytotoxicity: viability loss of HPDE-C7K cells – cell-based, fluorescence, HTS, primary screen (AID 431). HPDE-C7K KRASV12 cells, Alamar Blue viability, 48 h; higher % means a stronger effect. cytotoxicity, % at 10 µM; hits with a dose series show EC50 in µM. 63,000 tested, 1.7% active;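 active means compounds whose percent cytotoxicity in the single-dose primary screen, scaled between solvent and toxic-drug controls, exceeds 50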;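 further: 0% = DMSO solvent wells and 100% = doxorubicin-treated wells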
LYP inhibition: inhibition of human PTPN22 tyrosine phosphatase – biochemical, DiFMUP fluorescence, recombinant catalytic domain, 10 µM, primary screen (AID 606); recombinant LYP catalytic domain, DiFMUP fluorescence; higher % means a stronger effect; one-dose inhibition, % at 10 µM; IC50 in µM for titrated hits; 52,000 tested, under 10 active;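 active means IC50 under 40 µM in the dose-response test; inactive means IC50 of 40 µM or more, or never dose-tested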
Spn PMK inh pilot replicates: second read-out of Spn PMK inh, no call of its own (marks repeat the call); inhibition, %; measured here: pilot screen replicates
MK inhibit pilot replicates: recorded beside MK inhibit, whose call it bears; inhibition, %; measured here: pilot screen replicates
DPM-DC inhibit pilot screen %: second read-out of DPM-DC inhibit, no call of its own (marks repeat the call); inhibition, %; measured here: pilot screen trials
An asterisk follows results filed as active; i = inactive; / = no result given. Unless noted, no stated cut-off is given here; in the data, active means cytotoxicity above about 50%; inactive means the rest. Compounds were not picked by outcome, and some 3.5% of all compounds hit somewhere here.

SMILES	HPDE-C7 viability	HT1080 viability	DPM-DC inhibit	Spn PMK inh	Alkaline phosphatase	MK inhibit	Bfl-1 displacement	KRASV12 cytotoxicity	LYP inhibition	others
Cc1nc2sc(C(c3cccc(F)c3)N3CCCCC3)c(O)n2n1 (centres undefined)	7%	-1%	i	18	14%	7	2%	1%	1%	Spn PMK inh pilot replicates=0.0;MK inhibit pilot replicates=0.0;DPM-DC inhibit pilot screen %=0.0
O=C(NCc1ccc(N2CCCC2=O)cc1)Nc1cccc(Cl)c1	-6%	6%	i	8	4%	8	-3%	1%	3%
CCCCC(=O)Nc1nc2ccc3nc(C)sc3c2s1	-11%	-9%	i	6	11%	0	-1%	-11%	10%
O=C(NCCC1=CCCCC1)C1CCN(S(=O)(=O)c2cccc3nonc23)CC1	-10%	/	i	0	3%	4	-1%	-10%	10%
CC1=C(C(=O)OCc2ccc3c(c2)OCO3)C(c2ccc(F)cc2)NC(=O)N1 (centres undefined)	9%	/	i	9	12%	8	-5%	22%	-10%
CCC(c1nnc(SCC(=O)Nc2nnc(-c3ccccc3)o2)n1Cc1ccccc1)N(C)C (centres undefined)	-4%	-6%	i	12	-6%	0	6%	-7%	/
CCS(=O)(=O)N1CCN(c2ccccc2F)CC1	-8%	2%	i	9	8%	14	-5%	-12%	6%
O=C(O)CCCC(=O)N1CC(=O)Nc2ccccc21	-22%	2%	i	18	5%	0	-2%	-17%	8%
Cn1ccnc1-c1nc2ccccc2[nH]c1=O	-9%	/	i	0	6%	7	-8%	-16%	/
O=C(COC(=O)CSCC(=O)N1CCCCC1)NCc1ccc(F)cc1	-5%	0%	i	16	7%	13	4%	-10%	/
Cc1ccc(CN(Cc2cc3cccc(C)c3[nH]c2=O)C(=O)N(C)C)cc1	-21%	-2%	i	2	-3%	6	-7%	-21%	-6%
CCCCCNC(=O)c1ccc2c(=O)n(CC3CCCO3)c(=O)[nH]c2c1 (centres undefined)	-2%	4%	i	2	1%	0	-6%	-14%	-10%
COc1ccc(S(=O)(=O)NC2CCCCC2)cc1C	/	5%	i	11	8%	8	-1%	/	12%
O=C(CC(C(=O)O)C1CCCO1)Nc1cccc(C(F)(F)F)c1 (centres undefined)	-15%	-5%	i	10	7%	5	-3%	-13%	11%
CCCC1Cc2nc(N3CCCCC3)c(C#N)cc2CO1 (centres undefined)	2%	-1%	/	10	5%	9	2%	-9%	-6%
CCN(CC)CCn1c(O)c(N=O)c2ccccc21	10%	13%	i	0	5%	7	2%	0%	7%
O=C(NCC(c1cccnc1)N1CCN(c2ccc(F)cc2)CC1)OCc1ccccc1 (centres undefined)	-2%	1%	i	18	7%	0	-2%	-3%	6%	Spn PMK inh pilot replicates=2.5;MK inhibit pilot replicates=0.0;DPM-DC inhibit pilot screen %=2.0
COc1ccc(CCNC(=O)CN(c2ccccc2OC)S(C)(=O)=O)cc1	4%	-3%	i	2	1%	9	4%	7%	-10%	Spn PMK inh pilot replicates=1.5;MK inhibit pilot replicates=0.0;DPM-DC inhibit pilot screen %=0.0
O=c1cc(CO)oc(CN2CCN(c3ccccc3F)CC2)c1O	-7%	7%	i	3	7%	0	-7%	-16%	8%
CCC(=O)N1CCc2cc(S(=O)(=O)NCCC(=O)N3CC=C(c4ccccc4)CC3)ccc21	-9%	13%	i	14	12%	0	-2%	5%	15%
O=C(Nc1ccc(N2CCN(C(=O)c3ccccc3)CC2)cc1)c1ccc(Br)o1	-3%	8%	i	15	2%	7	-3%	1%	2%
CC(=O)c1cccc(NC(=O)Nc2ccc(C(=O)N3CCOCC3)cc2)c1	-14%	/	i	3	8%	0	-8%	-12%	8%
CCCNS(=O)(=O)c1ccc(C(=O)NCC2CCCO2)cc1 (centres undefined)	-6%	0%	i	6	9%	0	-2%	1%	13%	Spn PMK inh pilot replicates=1.0;MK inhibit pilot replicates=0.0;DPM-DC inhibit pilot screen %=0.0
COc1ccccc1CNc1nc2ccccc2n1CCN1CCCCC1	25%	9%	i	5	9%	3	0%	0%	-6%
COC(=O)c1cc(NC(=O)CCc2c(C)nc3ncnn3c2C)cc(C(=O)OC)c1	-16%	3%	i	14	8%	11	0%	-2%	-2%
CC(=O)c1c(C)n(-c2ccccc2)c2ccc(OCC(O)CN3CCOCC3)cc12 (centres undefined)	15%	0%	i	7	8%	0	-4%	19%	12%
O=C(c1cc(-c2ccc(Cl)cc2Cl)on1)N1CCOCC1	1%	-2%	i	8	12%	8	-6%	15%	3%
CC(C)CC(NC(=O)C(CC(C)C)NC(=O)OC(C)(C)C)C(=O)O (centres undefined)	2%	3%	i	15	9%	2	10%	-1%	/
CCCCn1c(SCC(=O)O)nc2ccccc21	/	4%	i	12	5%	11	-2%	/	-35%
COCCCN1CN(S(=O)(=O)c2ccc(Cl)cc2)c2nc3ccccc3nc21	-3%	2%	i	10	19%	7	-8%	12%	-6%
CN(CC(=O)N1CC=C(c2ccccc2)CC1)S(=O)(=O)c1ccc2c(c1)c(=O)n(C)c(=O)n2C	4%	-4%	i	7	5%	7	6%	-2%	1%
COc1ccc(CCN(Cc2nc3ccccc3c(=O)[nH]2)C(=O)c2ccco2)cc1	-9%	-14%	i	6	-6%	0	7%	-6%	/
O=C1c2ccccc2C(O)N1Cc1ccccc1 (centres undefined)	-10%	21%	i	13	0%	6	-4%	-24%	6%
CCn1c(SCc2ccccc2)nnc1-c1ccc(S(=O)(=O)N2CCCCC2)cc1	-8%	-8%	i	11	20%	4	-2%	1%	1%
COC(=O)c1sc2nc3c(cc2c1N)C(=O)CC(C)(C)C3	-22%	-3%	i	6	10%	/	6%	-18%	6%
Cc1cc(=O)oc2c(CN(C)Cc3ccccc3)c(O)ccc12	-5%	2%	/	2	2%	10	-7%	-3%	10%
O=C(Cn1cccc1C(=O)c1ccccc1)NCCN1CCCCCC1	4%	0%	i	14	3%	0	-2%	4%	-2%
O=C1CCCN1CCC1CCN(C2CC(=O)N(Cc3ccc(N4CCCC4=O)cc3)C2=O)CC1 (centres undefined)	-7%	3%	i	8	7%	9	-2%	-3%	-2%
OCCNc1ncnc2c1ncn2Cc1ccccc1	-15%	-6%	i	12	11%	14	-3%	1%	-6%
Cc1cc(C)c(NC(=O)CCCN2CCN(C)CC2)c(C)c1	10%	-4%	i	12	10%	0	-2%	6%	/

Part of the list above in order of formula weight, low to high.
SMILES	HPDE-C7 viability	HT1080 viability	DPM-DC inhibit	Spn PMK inh	Alkaline phosphatase	MK inhibit	Bfl-1 displacement	KRASV12 cytotoxicity	LYP inhibition	others
Cn1ccnc1-c1nc2ccccc2[nH]c1=O	-9%	/	i	0	6%	7	-8%	-16%	/
CCCC1Cc2nc(N3CCCCC3)c(C#N)cc2CO1 (centres undefined)	2%	-1%	/	10	5%	9	2%	-9%	-6%
CCCCC(=O)Nc1nc2ccc3nc(C)sc3c2s1	-11%	-9%	i	6	11%	0	-1%	-11%	10%
O=C(CC(C(=O)O)C1CCCO1)Nc1cccc(C(F)(F)F)c1 (centres undefined)	-15%	-5%	i	10	7%	5	-3%	-13%	11%
Cc1nc2sc(C(c3cccc(F)c3)N3CCCCC3)c(O)n2n1 (centres undefined)	7%	-1%	i	18	14%	7	2%	1%	1%	Spn PMK inh pilot replicates=0.0;MK inhibit pilot replicates=0.0;DPM-DC inhibit pilot screen %=0.0
CC(=O)c1cccc(NC(=O)Nc2ccc(C(=O)N3CCOCC3)cc2)c1	-14%	/	i	3	8%	0	-8%	-12%	8%
COc1ccc(CCNC(=O)CN(c2ccccc2OC)S(C)(=O)=O)cc1	4%	-3%	i	2	1%	9	4%	7%	-10%	Spn PMK inh pilot replicates=1.5;MK inhibit pilot replicates=0.0;DPM-DC inhibit pilot screen %=0.0
COc1ccc(CCN(Cc2nc3ccccc3c(=O)[nH]2)C(=O)c2ccco2)cc1	-9%	-14%	i	6	-6%	0	7%	-6%	/
CC(=O)c1c(C)n(-c2ccccc2)c2ccc(OCC(O)CN3CCOCC3)cc12 (centres undefined)	15%	0%	i	7	8%	0	-4%	19%	12%
O=C(NCC(c1cccnc1)N1CCN(c2ccc(F)cc2)CC1)OCc1ccccc1 (centres undefined)	-2%	1%	i	18	7%	0	-2%	-3%	6%	Spn PMK inh pilot replicates=2.5;MK inhibit pilot replicates=0.0;DPM-DC inhibit pilot screen %=2.0
CCn1c(SCc2ccccc2)nnc1-c1ccc(S(=O)(=O)N2CCCCC2)cc1	-8%	-8%	i	11	20%	4	-2%	1%	1%
O=C(Nc1ccc(N2CCN(C(=O)c3ccccc3)CC2)cc1)c1ccc(Br)o1	-3%	8%	i	15	2%	7	-3%	1%	2%
O=C1CCCN1CCC1CCN(C2CC(=O)N(Cc3ccc(N4CCCC4=O)cc3)C2=O)CC1 (centres undefined)	-7%	3%	i	8	7%	9	-2%	-3%	-2%
CCC(=O)N1CCc2cc(S(=O)(=O)NCCC(=O)N3CC=C(c4ccccc4)CC3)ccc21	-9%	13%	i	14	12%	0	-2%	5%	15%

A portion from the list above, for reference:
SMILES	HPDE-C7 viability	HT1080 viability	DPM-DC inhibit	Spn PMK inh	Alkaline phosphatase	MK inhibit	Bfl-1 displacement	KRASV12 cytotoxicity	LYP inhibition	others
O=C1c2ccccc2C(O)N1Cc1ccccc1 (centres undefined)	-10%	21%	i	13	0%	6	-4%	-24%	6%
CCn1c(SCc2ccccc2)nnc1-c1ccc(S(=O)(=O)N2CCCCC2)cc1	-8%	-8%	i	11	20%	4	-2%	1%	1%

Other compounds follow:
SMILES	HPDE-C7 viability	HT1080 viability	DPM-DC inhibit	Spn PMK inh	Alkaline phosphatase	MK inhibit	Bfl-1 displacement	KRASV12 cytotoxicity	LYP inhibition	others
O=C(O)CC(C(=O)NCc1ccccc1)C1CCCO1 (centres undefined)	/	11%	i	11	9%	7	-4%	/	/
CCOC(=O)C1CCN(CC(=O)Nc2c(C(=O)OC)[nH]c3cccc(Cl)c23)CC1	/	10%	i	11	15%	5	-9%	/	/
Cc1c(N=C2SCC(=O)N2c2c(C)n(C)n(-c3ccccc3)c2=O)c(=O)n(-c2ccccc2)n1C	9%	4%	i	1	21%	7	-6%	15%	/	Spn PMK inh pilot replicates=5.0;MK inhibit pilot replicates=3.5;DPM-DC inhibit pilot screen %=0.0
O=C(COC(=O)CCS(=O)(=O)c1ccc(Cl)cc1)Nc1ncc(Cl)cc1Cl	-14%	2%	i	0	2%	11	0%	-12%	/
CCN(Cc1cc2ccccc2[nH]c1=O)C(=O)C(C)C	-10%	-7%	i	2	7%	6	-4%	-22%	16%
CCOC(=O)c1cc(C(O)(C(F)(F)F)C(F)(F)F)c(/N=C/N(C)C)o1	-45%	-7%	i	0	-3%	6	1%	-28%	10%
O=C(O)C1CC(=O)N(Cc2ccc(F)cc2)C1 (centres undefined)	0%	-6%	i	12	9%	0	8%	-8%	12%
CC(=O)N1C=CN(C(C)=O)C(c2cn(C)c3ccccc23)C1c1cn(C)c2ccccc12 (centres undefined)	12%	5%	i	0	5%	1	-1%	20%	-1%
CCN(CC)CCCN1C(=O)C(=O)/C(=C(/O)c2cc(C)ccc2C)C1c1cccnc1 (centres undefined)	0%	-13%	i	15	3%	2	-5%	-5%	10%
